Screens: PubChem BioAssay, National Center for Advancing Translational Sciences (NCATS)
Pf growth 48h: P. falciparum growth inhibition at 48 hours (one generation); P. falciparum luciferase growth in erythrocytes, 48 h; Potency, µM (doses to about 28.7 µM), for inactives: at the highest dose activity change, negative = inhibition, most hits filed as inhibitors; 310,000 compounds, 5.9% hits; note: potency is the fitted concentration of half-maximal effect; % is set by controls: 0 for no effect and ±100 for the full control effect
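Cell-based growth assay: transgenic P. falciparum expressing firefly luciferase, cultured in red cells within RPMI 1640 containing 0.5% w/v Albumax, 24 mM bicarbonate and gentamycin. A drop in luciferase activity indicates inhibition.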
HCV inh: inhibitors of hepatitis C virus infection | Potency, µM (top dose mostly 41.8 µM), for inactives: at the highest dose activity change, negative = inhibition, actives largely listed as inhibitors | 340,000 compounds, 3.4% hits | Huh7.5.1 HCVcc-Cre infection, luciferase reporter, 44 h; note: potency is the fitted concentration of half-maximal effect; % is set by controls: 0 for no effect and ±100 for the full control effect
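Cells (1,000/well) were plated 4 h before compound, then infected with HCVcc-Cre virus (~0.5 moi). After 44 h further culture, infection was read as luciferase luminescence following a 15 min substrate incubation at room temperature.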
Pf growth 96h: P. falciparum growth inhibition at 96 hours. P. falciparum luciferase reporter growth, 96 h. Potency, µM (titrated, usually from 28.7 µM), for the others: top-dose activity change, negative = inhibition, hits mostly inhibitors. 320,000 compounds, 6.9% hits. AID 504834; note: potency is the fitted concentration of half-maximal effect; % is set by controls: 0 for no effect and ±100 for the full control effect
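Luminescence readout: decreased luciferase signal marks inhibited growth of reporter-expressing P. falciparum in infected red cells (2% hematocrit, 0.05% parasitemia final), exposed to compound two generations (96 h, 37 C, 5% CO2).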
FBPA Giardia inh: blocks Giardia fructose-bisphosphate aldolase activity; A8B2U2; purified Giardia FBPA; Potency, µM (highest dose often 59.6 µM), without a hit: top-dose activity, negative = inhibition, hits mostly inhibitors; 290,000 compounds, 0.71% hits; AID 2451; note: potency is the fitted concentration of half-maximal effect; % is set by controls: 0 for no effect and ±100 for the full control effect; nearly all actives have a fitted effect of over 55% in size
Target sequence (A8B2U2 whole entry, looked up): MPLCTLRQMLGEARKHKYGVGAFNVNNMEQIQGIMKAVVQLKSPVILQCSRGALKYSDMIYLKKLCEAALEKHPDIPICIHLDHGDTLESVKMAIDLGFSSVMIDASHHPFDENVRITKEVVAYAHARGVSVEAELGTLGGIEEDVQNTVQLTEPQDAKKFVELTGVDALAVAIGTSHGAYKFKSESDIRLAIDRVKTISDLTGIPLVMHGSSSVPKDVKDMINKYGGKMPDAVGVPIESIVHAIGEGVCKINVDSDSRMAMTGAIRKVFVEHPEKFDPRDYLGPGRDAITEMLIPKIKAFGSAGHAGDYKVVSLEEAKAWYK
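Giardia FBPA (40 nM reagent) was preincubated 10 min at RT with compound (up to 57.5 uM final), then substrate plus GAPDH/TPI/NAD/arsenate coupling system with diaphorase/resazurin was added; resorufin fluorescence (525/598 nm) was read after 20 min.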
CHX counter: counter-screen for Shiga toxin inhibitors: cycloheximide protein synthesis inhibition; cell reporter, cycloheximide protein synthesis inhibition counterscreen; max response, %; 300,000 compounds, 12% hits; in the data active = max response mostly above about 13%, no sharp cut-off; inactive = mostly below about 14%; note: read at 38.3 µM for the half of the compounds with a filed dose; 0% is about no effect
Shiga toxin inh: blocks Shiga toxin action in Vero cells; Vero cells, Shiga toxin protein synthesis inhibition reporter; inhibition, % at 38.7 µM; 290,000 compounds, 9.2% hits; AID 2315; in the data active = inhibition mostly above about 28%, no sharp cut-off; inactive = mostly below about 43%; note: 0% is about no effect
Starred values were filed as active, the others as inactive; i = inactive; ? = inconclusive; / = not tested or not shown; ! = not confirmed by another sample; [ ] = dose if it differs, or a comment. Unless noted, calls come from the whole dose curve; as a rule, active = well fitted curve in the direction sought with a large enough effect; inconclusive = small, poorly fitted or top-dose-only effect, or another doubt; inactive = no such curve, though single readings can be large; an effect the other way counts as inactive or inconclusive.

SMILES	Pf growth 48h	HCV inh	Pf growth 96h	FBPA Giardia inh	CHX counter	Shiga toxin inh
Cc1ccsc1C(=O)OCC(=O)Nc1cccc(S(=O)(=O)N2CCOCC2)c1	4%	?	?	12%	-2	-9
O=C(OCc1ccc(Cl)c(Cl)c1)c1ccccn1	/	17%	-28%	-1%	13	20
N#Cc1cc2cc3c(cc2nc1SCC(=O)OC1CCCCC1)OCO3	21%	9%	?	1%	-1	-11
CC(C)C(=O)NC(=S)Nc1nnn(C)n1	14%	14%	9%	3.2µM*	-3	-4
O=C(CSc1nc2ccccc2c(=O)n1CCCO)Nc1ccc2c(c1)OCCO2	?	4%	?	/	/	/
COc1cc(C(O)C(=O)O)ccc1O (stereo unspecified)	10%	20%	0%	?	/	/
CCN(CC)C(=O)C(=O)Nc1cc(C(F)(F)F)ccc1Cl	/	4%	-2%	3%	-2	2
COc1ccccc1N=C(C)C1=C(O)COC1=O	/	9%	-7%	-3%	-3	-5
CC(C)C1COC(c2cccn2Cc2ccccc2Cl)=N1 (stereo unspecified)	?	4%	?	1%	-4	58
CCOc1ccc(CCNC(=O)c2ccc3ccccc3n2)cc1OCC	?	11µM*	?	/	44*	53*
CCCCC(CC)CNC(=O)CC1Nc2c3ccccc3nc(=S)n2C1=O (stereo unspecified)	18%	-17%	9%	1%	-4	-13
O=[N+]([O-])c1ccc(F)cc1OCc1nc(-c2cccs2)no1	i	-11%	3%	-4%	41*	95*
Cc1cc(Nc2ccc(F)cc2)nc(N)n1	?	-18%	9.3µM*	0%	13	22
COc1cccc2c1cc1c(=O)n(CC(=O)NCc3ccccn3)nc(C)n12	20%	1%	80%[activator]	/	-2	15
O=C(NCCCC1CCCC1)C1CCC(=O)N(Cc2ccc(Cl)cc2)C1 (stereo unspecified)	?	?	1%	/	-6	8
O=C(Nc1ccnn1C1CCN(Cc2cccc(OCCO)c2)CC1)C1CCOC1 (stereo unspecified)	-9%	-12%	5.2µM*	/	-2	16
CC/C(=C\C=C\[C@@H]1C=C[C@@H]2CCC[C@H]2[C@@H]1C(=O)c1ccc[nH]1)[C@@H]1O[C@@H]([C@@H](C)C(=O)O)CC[C@@H]1C	2.6µM*	?	?	-5%	1	11
NS(=O)(=O)c1cccc(NC(=O)COC(=O)/C(=C/c2cccs2)c2cccs2)c1	-17%	-34%	31%[activator]	-6%	-2	-11
Cc1ccc(-c2ccc(SCC(=O)Nc3ccc4c(c3)OCCO4)nn2)cc1	86%[activator]	?	90%[activator]	-5%	28*	22*
CC12CN(C(=O)c3ccc([N+](=O)[O-])cc3)CC(C)(CN(C(=O)c3ccc([N+](=O)[O-])cc3)C1)C2=O	-15%	23%	7%	-1%	-2	-15
CC1CN(c2nc3ccccc3nc2SCC(=O)Nc2ccc(F)cc2)CC(C)O1 (stereo unspecified)	?	?	1%	1%	10	12
CC(C)Oc1ccc(S(=O)(=O)N2CCCCC2)cc1NC(=O)CN1CCCC1c1cccs1 (stereo unspecified)	4.1µM*	?	4.1µM*	/	/	/
COC(=O)c1ccc(S(=O)(=O)N2CCC(c3nc4ccccc4o3)CC2)cc1	/	14%	30%	3%	-3	-10
COc1ccccc1S(=O)(=O)Cc1ccc(C(=O)NC2CCCCCC2)o1	-5%	-24%	48%[activator]	-5%	1	-10
CCCc1nc2oc3c(NCc4ccccn4)ncnc3c2c2c1COC(C)(C)C2	2%	-8%	1%[5.75 µM]	9%	4	-27
CC(=O)Nc1ccc(S(=O)(=O)N2CCC(c3nc4ccccc4[nH]3)CC2)cc1	8.3µM*	-4%	/	-4%	1	9
Cc1ccc(NC(=O)Cc2noc3ccccc23)c(C)c1	25%	27%	65%[activator]	-1%	12	32*
O=C(c1ccccc1)c1ccc(OCCO)cc1	36%[activator]	0%	27%	3%	16	38*
COc1ccc(/C=C(\NC(=O)c2ccccc2)C(=O)NCc2ccco2)cc1OC	?	-1%	18%	-3%	-1	16
CCOC(=O)/C(N=Nc1c(C)n(C)n(-c2ccccc2)c1=O)=C(/O)c1ccccc1	-17%	3%	10%	0%	3	-2
CCOC(=O)c1cnc(Nc2nc3ccccc3o2)nc1CSC(=S)N(CC)CC	?	21%	?	-2%	13	2
Cc1ccc(CCC(=O)NCc2ccccc2)o1	0%	4%	?	-2%	18	-8
COc1ccccc1N1CCN(S(=O)(=O)c2cn(C)c(=O)n(C)c2=O)CC1	13%	12%	20%	-1%	-1	-6
Cc1cc2oc(=O)cc(CN3CCCCC3)c2cc1C	17%	6%	4%	4%	6	21
ClCCOCCCl	24%	43%[activator]	?	/	/	/
CCN(CC)CCn1c(=N)n(CC(O)COc2ccccc2)c2ccccc21 (stereo unspecified)	3.3µM*	?	2.3µM*	-3%	-3	-4
O=S(=O)(NCCOc1ccccc1)c1ccc2ccccc2c1	0%	-2%	/	-3%	-4	-26
CCc1nnc(NC(=O)c2ccc(S(=O)(=O)N(CC(C)C)CC(C)C)cc2)o1	?	10%	16%	?	-1	8
CCC(C)(C)NC(=O)C(c1ccc(C)cc1)N(CCN1CCOCC1)C(=O)CNC(=O)c1cccs1 (stereo unspecified)	-5%	-23%	141%[activator]	3%	11	11
CCOC(=O)c1[nH]c(C)c(C(=O)NCc2ccco2)c1C	17%	3%	3%	4%	0	-12
O=C(CNc1ccccc1)Nc1cccc2ccccc12	-1%	4%	?	6%	-2	-9
CCc1c(C)nc2ncnn2c1N1CCC(C(=O)N2CCN(c3ccccc3)CC2)CC1	-6%	/	?	3%	-8	-3
CC(C)(C)CC(C)(C)NC(=S)N1CCN(Cc2ccc3c(c2)OCO3)CC1	9%	-9%	-5%	1%	1	57
Cc1cccc(CS(=O)(=O)c2ncc(Cl)c(C(=O)Nc3c(C)cccc3C)n2)c1	-15%	6.3µM*	37%[activator]	/	22*	20
COc1ccccc1NC(=O)COc1ccc(C(=O)OCC(=O)N2CCCC2=O)cc1OC	15%	3%	6%	4%	7	-10
Cc1cc(SCc2ccc(F)cc2)nc(=O)[nH]1	7%	-5%	-13%	5%	6	5
N#CC(C#N)=C/C=C(\Nc1ccc(Cl)cc1)c1ccc(Cl)cc1	?	-13%	?	0%	-1	-11
CC1(C)Cc2c(sc(NC(=O)C(=O)N3CCN(CCO)CC3)c2C(N)=O)CO1	-6%	-6%	38%[activator]	/	-1	-2
Cc1ccc(OCCC(=O)OCC(=O)Nc2cc(C)nn2-c2ccccc2)cc1	58%[activator]	2%	1%	/	-1	-6
Cc1ccc(/C=N/NC(=O)C[n+]2ccccc2)o1	?	5%	5%	-1%	-1	15
Nn1c(-c2ccc(F)cc2)nc2ccccc2c1=O	29%	8%	?	10%	10	9
COc1ccc(S(=O)(=O)NCCCC(=O)Nc2ccc(Sc3ccc(N)cc3)cc2)cc1	/	/	/	-1%	5	-6
Cc1c(Nc2ncnc3c2cnn3-c2ccccc2)c(=O)n(-c2ccccc2)n1C	-44%	-1%	/	0%	1	18
C=CCc1cccc(/C=N/NC(=O)CNc2ccccc2)c1O	?	?	?	0%	-1	14
CCn1ccnc1CN1CCc2c([nH]c3ccccc23)C1C(C)(C)C (stereo unspecified)	4.7µM*	?	32%[activator]	-3%	-3	18
O=C(Nc1nnc(S(=O)(=O)N2CCOCC2)s1)c1cccc(F)c1	61%[activator]	18%	100%[activator]	?	20*	31*
Cc1ccc(C2(CCNS(=O)(=O)c3ccc(C)cc3)CCOC(C(C)C)C2)cc1 (stereo unspecified)	?	-9%	?	-6%	3	-5
COc1ccc(CCNC(=O)C2CCCN2C(=O)NC2CCCCC2)cc1OC (stereo unspecified)	24%	16%	-25%	11%	3	18
COc1ccc(CC(=O)Nc2sc3c(c2C(N)=O)CCCC3)cc1OC	-1%	?	-4%	-3%	-6	-4
Cc1cccn2c(=O)c(/C=C(\C#N)C(=O)NC3CCS(=O)(=O)C3)c(Oc3ccccc3Cl)nc12 (stereo unspecified)	4.7µM*	-15%	?	-10%	-6	-4

(listing goes on)
SMILES	Pf growth 48h	HCV inh	Pf growth 96h	FBPA Giardia inh	CHX counter	Shiga toxin inh
O=C(CCS(=O)(=O)c1ccc2c(c1)NC(=O)CO2)NCc1ccccc1	5%	25%	13µM*	-3%	-5	9
CSc1nc(NCc2ccco2)c2sc3nc(C(C)C)c4c(c3c2n1)CC(C)(C)OC4	?	-11%	?	5%	1	-14
COc1ccc(Cc2nccc3cc(OC)c(OC)cc23)cc1OC	?	3.2µM*!	?	?	-1	19
O=C(COc1ccc(C2SCCS2)cc1)Nc1ccc(Cl)cc1	-13%	-2%	12%	4%	8	17
CCOc1ccc(S(=O)(=O)n2nc(C)cc2C)c2ccccc12	?	-29%	?	1%	8	-8
CCC(C)NCCCCOc1ccc(Br)cc1 (stereo unspecified)	-6%	?	?	-16%	1	-9
COc1ccc(-n2nc(C(=O)NCC(=O)Nc3cccc(C)n3)c3ccccc3c2=O)cc1	6%	8%	20%	6%	-3	-5
Cn1c(N2CCN(C(c3ccccc3)c3ccccc3)CC2)nc2ccccc21	?	?	13µM*	8%	1	-4
COc1ccc(CNC(=O)CCC(=O)Nc2cccnc2)cc1	0%	2%	14%	3%	-2	-9
Cc1onc(-c2ccccc2)c1C(=O)N[C@@H]1C(=O)N2[C@@H]1SC(C)(C)[C@@H]2C(=O)O	-12%	0%[8.37 µM]	3%	1%	-2	-5

16 neighbouring records out of the list so far, quoted:
SMILES	Pf growth 48h	HCV inh	Pf growth 96h	FBPA Giardia inh	CHX counter	Shiga toxin inh
COc1ccc(S(=O)(=O)NCCCC(=O)Nc2ccc(Sc3ccc(N)cc3)cc2)cc1	/	/	/	-1%	5	-6
Cc1c(Nc2ncnc3c2cnn3-c2ccccc2)c(=O)n(-c2ccccc2)n1C	-44%	-1%	/	0%	1	18
C=CCc1cccc(/C=N/NC(=O)CNc2ccccc2)c1O	?	?	?	0%	-1	14
CCn1ccnc1CN1CCc2c([nH]c3ccccc23)C1C(C)(C)C (stereo unspecified)	4.7µM*	?	32%[activator]	-3%	-3	18
O=C(Nc1nnc(S(=O)(=O)N2CCOCC2)s1)c1cccc(F)c1	61%[activator]	18%	100%[activator]	?	20*	31*
Cc1ccc(C2(CCNS(=O)(=O)c3ccc(C)cc3)CCOC(C(C)C)C2)cc1 (stereo unspecified)	?	-9%	?	-6%	3	-5
COc1ccc(CCNC(=O)C2CCCN2C(=O)NC2CCCCC2)cc1OC (stereo unspecified)	24%	16%	-25%	11%	3	18
COc1ccc(CC(=O)Nc2sc3c(c2C(N)=O)CCCC3)cc1OC	-1%	?	-4%	-3%	-6	-4
Cc1cccn2c(=O)c(/C=C(\C#N)C(=O)NC3CCS(=O)(=O)C3)c(Oc3ccccc3Cl)nc12 (stereo unspecified)	4.7µM*	-15%	?	-10%	-6	-4
O=C(CCS(=O)(=O)c1ccc2c(c1)NC(=O)CO2)NCc1ccccc1	5%	25%	13µM*	-3%	-5	9
CSc1nc(NCc2ccco2)c2sc3nc(C(C)C)c4c(c3c2n1)CC(C)(C)OC4	?	-11%	?	5%	1	-14
COc1ccc(Cc2nccc3cc(OC)c(OC)cc23)cc1OC	?	3.2µM*!	?	?	-1	19
O=C(COc1ccc(C2SCCS2)cc1)Nc1ccc(Cl)cc1	-13%	-2%	12%	4%	8	17
CCOc1ccc(S(=O)(=O)n2nc(C)cc2C)c2ccccc12	?	-29%	?	1%	8	-8
CCC(C)NCCCCOc1ccc(Br)cc1 (stereo unspecified)	-6%	?	?	-16%	1	-9
COc1ccc(-n2nc(C(=O)NCC(=O)Nc3cccc(C)n3)c3ccccc3c2=O)cc1	6%	8%	20%	6%	-3	-5
